MEP2-GFP yeast: modulators of TOR pathway MEP2-GFP in S. cerevisiae; GFP response vs DMSO, % at 10 µM; 330,000 tested, 0.51% active; S. cerevisiae MEP2-GFP strain, flow cytometry GFP, 3 h; 100% = DMSO control level;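 active = GFP response versus DMSO above a set limit, roughly screen mean plus 3 SD, cut at about 180% in these data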;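 note: median GFP fluorescence of the barcode-gated MEP2-GFP cells per well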
AHR activator: activates the human aryl hydrocarbon receptor; AHR-responsive luciferase reporter cells, luminescence; 320,000 tested, 2.5% active; P35869; AID 2796; activation, % at 5 µM; in the data active = activation above about 47%;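 note: 0% = vehicle wells and 100% = reference agonist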
GASC-1 inh: inhibitors of human GASC-1 (JMJD2C) demethylase; Q9H3R0; GST-JMJD2C(1-420) H3K9me3 demethylation, DELFIA europium; inhibition, % at 2.35 µM; 330,000 tested, 0.069% active; AID 2099;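 active = more than half of a compound's replicate wells show inhibition beyond 50%, single wells judged on their own value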;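 note: signal counts dimethyl H3K9 product captured on neutravidin plate; 0% = median of DMSO wells and 100% = 0.3 times that DMSO median; strong numbers were not always called active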
RPL19A TOR yeast: yeast TOR pathway RPL19A-GFP modulation. S. cerevisiae RPL19A-GFP strain, flow cytometry, 3 h; stronger effect = lower value. percent response vs DMSO, % at 10 µM. 330,000 tested, 0.3% active;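 active = percent response vs DMSO below 50%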;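 note: median channel GFP fluorescence of the barcoded RPL19A-GFP strain; ratio of sample median GFP to plate DMSO average so 100% = DMSO; lower means less RPL19A-GFP as with rapamycin TOR inhibition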
proCasp3 act: activates human procaspase-3. P42574. recombinant procaspase-3 D3A, Ac-DEVD-pNA absorbance 405 nm. activation, % at 8.5 µM. 330,000 tested, 0.11% active. AID 463141;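 active = activation above the mean of all tested compounds plus 3 SD, cut at about 21% in these data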;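 note: 0% = DMSO alone and 100% = DMSO wells spiked with extra 5 µM PC-3 D3A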
Target sequence (P42574 whole entry D9A/D28A/D175A): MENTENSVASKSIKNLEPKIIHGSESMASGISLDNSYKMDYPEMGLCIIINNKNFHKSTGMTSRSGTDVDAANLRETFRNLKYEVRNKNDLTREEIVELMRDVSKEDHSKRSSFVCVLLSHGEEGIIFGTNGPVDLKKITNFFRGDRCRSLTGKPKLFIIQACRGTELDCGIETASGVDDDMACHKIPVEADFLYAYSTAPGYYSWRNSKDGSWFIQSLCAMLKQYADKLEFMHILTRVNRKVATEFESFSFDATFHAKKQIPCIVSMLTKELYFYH
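Evaluation: percent activation relative to control range; Material: Procaspase-3 D3A mutant, all three cleavage aspartates alanine; Compound: single dose, 8.5 µM nominal compound, 0.8% DMSO; Replication: one well per compound; Signal: absorbance at 405 nm, 0 and 120 min; Schedule: 1 h preincubation plus 2 h reaction at 25 °C.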
LAP4 TOR yeast: modulators of TOR pathway LAP4-GFP in S. cerevisiae. S. cerevisiae LAP4-GFP multiplex, flow cytometry GFP, 3 h; median GFP as percent of DMSO wells. GFP response vs DMSO, % at 10 µM. 320,000 tested, 0.34% active. AID 2023;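 active = GFP response vs DMSO above a set limit, about the screen mean plus 3 SD, cut at about 150% in these data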
CR mimetic SO: caloric restriction mimetics inhibiting age-related superoxide in yeast; S. cerevisiae aged cells, superoxide DHE fluorescence; stronger effect = lower value; superoxide response (% of plate mean), % at 10 µM; 330,000 tested, 0.18% active; AID 2690;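 active = superoxide response under a set limit, about three screen SD below normal, cut at about 65% in these data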;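 note: yeast aged for seven days with compound at 30 °C before DHE staining; 100% = average MFI of all compound-treated wells on the plate with controls excluded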
proCasp7 act: counter-screen: procaspase-7 (human) activation; activation, % at 8.5 µM; AID 463210; 330,000 tested, 0.093% active; recombinant procaspase-7, Ac-DEVD-pNA absorbance 405 nm; D23A/D198A/D206A triple mutant, cannot self-cleave; scale: DMSO 0, 5 µM enzyme 100; P55210;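 active = percent activation above the screen-wide mean plus 3 SD, cut at about 25% in these data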
Target sequence (P55210 whole entry D23A/D198A/D206A): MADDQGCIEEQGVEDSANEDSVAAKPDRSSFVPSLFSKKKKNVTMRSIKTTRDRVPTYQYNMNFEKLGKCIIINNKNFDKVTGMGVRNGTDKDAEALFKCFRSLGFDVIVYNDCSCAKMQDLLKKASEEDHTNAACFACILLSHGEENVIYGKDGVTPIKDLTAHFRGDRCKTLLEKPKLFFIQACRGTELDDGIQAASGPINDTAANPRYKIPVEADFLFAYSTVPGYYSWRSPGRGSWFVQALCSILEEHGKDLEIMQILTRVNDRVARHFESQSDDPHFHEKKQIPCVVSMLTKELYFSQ
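Material: Procaspase-7 triple mutant (PC-7 D3A) | Quantity: 2 µM procaspase-7 mutant as dispensed | Reagent: DEVD-pNA substrate | Times: 1 h preincubation, 2 h reaction | Technique: 405 nm absorbance of p-nitroaniline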
Numbers without * were called inactive; nt = no result given; [ ] = another dose, or the depositor's remark.

molecule	MEP2-GFP yeast	AHR activator	GASC-1 inh	RPL19A TOR yeast	proCasp3 act	LAP4 TOR yeast	CR mimetic SO	proCasp7 act
Cc1ccc(C(=O)CC2(O)C(=O)N(C)c3ccc(Br)cc32)c(C)c1 (stereo not given)	98	10	11	108	-5	105	95	-7
Cc1ccccc1OCc1nnc(SCC(=O)Nc2ccc(N3CCOCC3)c(Cl)c2)n1C	101	2	16	99	5	90	101	3
O=C(Nc1ccc(Cl)cn1)c1ccc(Oc2ccccc2)cc1	96	1	0	91	9	103	96	-3
CCN(CC)C(=O)Cn1c(=O)n(CCCC(=O)NCc2ccccc2)c(=O)c2sccc21	98	-1	3	100	6	103	106	7
Cc1nonc1OCC(C)(COc1nonc1C)NC(=O)c1ccccc1	107	0	13	109	-7	100	98	6
COc1ccc(OC)c(C(C)NC(=O)Nc2cccc(C(C)=O)c2)c1 (stereo not given)	93	21	-13	97	-5	82	93	-7
Cc1ccnc(NC(=O)c2cccs2)c1	103	9	-2	104	1	101	108	5
CCc1ccc(OC)c(S(=O)(=O)NCc2cccs2)c1	98	-1	3	96	7	98	105	9
O=C(O)c1nn(CCOc2ccc(Br)cc2)c(=O)c2ccccc12	97	0	14	97	14	80	95	0
O=C(c1cccs1)C1CCCN(Cc2nc(Cc3ccccc3F)no2)C1 (stereo not given)	103	3	-2	103	5	93	111	3
COc1ccc(/C=C2\CN(Cc3ccccc3)C/C(=C\c3ccc(OC)cc3)C2=O)cc1	95	1	-10	99	-1	99	91	6
O=C1CNC(=O)/C1=C/c1ccc(O)cc1	100	4	4	99	-68	98	87	-60
CNC(=S)N(Cc1ccc(OC)cc1)Cc1cc2cc(C)ccc2[nH]c1=O	94	2	1	98	1	103	90	6
Cc1ccc(N2CC(C)Cn3c2nc2c3c(=O)[nH]c(=O)n2C)cc1C (stereo not given)	113	7	3	102	14	102	96	20
CCOC(=O)C1CCN(c2c(Nc3ccc4c(c3)OCCO4)c(=O)c2=O)CC1	100	3	-7	96	-1	102	93	9

A portion of the results above, for reference:
molecule	MEP2-GFP yeast	AHR activator	GASC-1 inh	RPL19A TOR yeast	proCasp3 act	LAP4 TOR yeast	CR mimetic SO	proCasp7 act
Cc1ccccc1OCc1nnc(SCC(=O)Nc2ccc(N3CCOCC3)c(Cl)c2)n1C	101	2	16	99	5	90	101	3
O=C(Nc1ccc(Cl)cn1)c1ccc(Oc2ccccc2)cc1	96	1	0	91	9	103	96	-3
CCN(CC)C(=O)Cn1c(=O)n(CCCC(=O)NCc2ccccc2)c(=O)c2sccc21	98	-1	3	100	6	103	106	7

Next part.
molecule	MEP2-GFP yeast	AHR activator	GASC-1 inh	RPL19A TOR yeast	proCasp3 act	LAP4 TOR yeast	CR mimetic SO	proCasp7 act
CC1CCN(S(=O)(=O)c2ccc3[nH]c(=O)ccc3c2)CC1	104	0	8	99	6	104	93	10
CCOC(=O)C1CCN(Cc2ccc(OCc3ccccc3)cc2)CC1	107	-1	8	102	0	92	93	-10
Cc1noc(C)c1-c1ccc2ncnc(NC(C)c3ccco3)c2c1 (stereo not given)	91	12	0	99	-9	105	107	-17
CN(C)S(=O)(=O)n1cc(/C=C(\NC(=O)c2ccccc2Cl)C(=O)NCCN2CCOCC2)c2ccccc21	97	3	-1	98	2	90	98	-6
O=C(Cn1nc(-c2ccccc2)c2ccccc2c1=O)Nc1cccc(O)c1	96	2	6	98	6	98	89	-7
Cc1nc(-c2nnc(SCC(=O)Nc3ccc(C(F)(F)F)cc3)n2C)cs1	100	-1	-2	97	10	nt	113	3
O=C(c1ccc(Cl)c([N+](=O)[O-])c1)N(Cc1ccc(F)cc1)C1CCS(=O)(=O)C1 (stereo not given)	95	-2	-7	95	1	104	113	3
CCOC(=O)c1csc(NC(=O)c2cc3ccccc3o2)n1	108	-7	3	98	-1	96	107	4
C=C1CCN(c2ccc(C(=O)O)cc2[N+](=O)[O-])CC1	96	3	4	100	8	115	121	6
Cn1c2ccc(Br)cc2c2nnc(SCC(=O)O)nc21	112	54*	-7	73	3	98	78	-9
CCOC(=O)C1C(=O)NC(SCC(=O)Nc2nccs2)=C(C#N)C1c1ccccc1OCC (stereo not given)	96	1	24	95	-7	101	97	-22
CCOP(=O)(c1c(F)c(F)c(F)c(F)c1F)C1(O)CCCCC1 (stereo not given)	100	10	-6	102	-7	92	92	9
CCOC(=O)COc1ncn(-c2ccccc2)n1	103	-1	7	99	1	105	88	9
O=C(CSc1nnc(NC(=O)c2ccccc2[N+](=O)[O-])s1)NCc1ccco1	93	1	-5	100	0	84	103	4
COc1ccc(C(=O)CN2C(=O)NC(C)(c3ccccc3)C2=O)cc1OC (stereo not given)	97	2	-5	96	11	97	102	-3
Cc1c(C(=O)/C=C/N(C)C)nnn1-c1ccc(F)c(Cl)c1	111	0	3	105	1	117	95	-10
N=c1nc(-c2ccccc2)ccn1O	92	10	53*	97	-1	93	95	-4
COc1cc(/C=C2/C(=O)NN(c3ccc(Cl)cc3)C2=O)cc(Br)c1O	105	3	4	109	-4	83	96	-7
Cc1nn(CCC(=O)Nc2cccc(C#N)c2)c(C)c1S(=O)(=O)N1CCCCC1	97	1	6	100	-2	103	95	12
Cn1cc(Cl)c(/C(N)=N/OC(=O)c2ccccc2C(F)(F)F)n1	92[may fluoresce green]	13	-1	88[may fluoresce green]	-6	114[may fluoresce green]	103	3
Cc1cc(NCc2ccco2)nc(N2CCC(C(=O)NC3CCCCC3)CC2)n1	106	0	34	102	9	106	95	-3
CN(C[C@H](Cc1ccccc1)N(C[C@H](CC1CCCCC1)N(CCc1ccccc1)N=O)N=O)N=O	nt	6	-2	nt	0	nt	nt	7
Cc1ccccc1C(=O)N1CCC(C(=O)Nc2cccc(F)c2)CC1	105	-3	-3	100	6	103	94	9
Cc1cc(C(=O)N2CCOCC2)c(C)o1	115	-1	1	129	6	118	108	5
CC(=O)N1CCN(CCN=CC2=C(O)CC(c3cccs3)CC2=O)CC1 (stereo not given)	100	2	4	101	-1	96	103	-4
CCCCNc1c(-c2cccc(-c3cc(C(C)=O)cs3)c2)nc2ccc(C)cn12	93	24	-2	82	1	121	94	-6
Cn1c(N)c(C(=O)c2ccc(Cl)c(S(=O)(=O)N3CCCCCC3)c2)c(=O)n(C)c1=O	103	-1	-14	105	4	111	85	-7
Cc1ccc(S(=O)(=O)Oc2ccc(/C=N/N=C3/NC(=O)C(CC(=O)O)S3)cc2)cc1[N+](=O)[O-] (stereo not given)	94	-1	31	94	-5	91	106	-6
CC(OC(=O)c1ccc2c(=O)n3c(nc2c1)CCC3)C(=O)NC1CCCCC1C (stereo not given)	106	-1	-18	117	1	86	102	1
COC(=O)C(C)Sc1nc2c(c(=O)n(C)c(=O)n2C)n1CCC(C)C (stereo not given)	93	-2	8	105	-6	80	115	-12
O=C(O)c1ccc2c(=O)[nH]c(CN3CCOCC3)nc2c1	103	0	3	97	-3	98	97	7
Cc1ccc(N(CC(=O)NC(C)(C)C)C(=O)CCC(=O)Nc2nccs2)cc1C	103	2	-4	103	4	96	95	1
CC(=O)c1cccc(NC(=O)CSc2nnc(C(C)N(C)C)n2Cc2ccccc2)c1 (stereo not given)	103	-1	-12	103	2	100	109	4
Cc1cc(Cl)ccc1OC(C)c1nnc(N)s1 (stereo not given)	103	0	-6	103	-10	106	103	-4
CC(C)CCN1CC(=O)N2[C@@H](Cc3c([nH]c4ccccc34)C2(C)C)C1=O	115	nt	4	106	nt	102	106	nt
CS(=O)(=O)N(CC(=O)N1CCc2ccccc2C1)c1cccc([N+](=O)[O-])c1	106	8	-9	101	2	100	94	8
CCOc1cc2c(cc1OC)C(NC(=O)C(F)(F)F)CC2=O (stereo not given)	108	-1	13	101	-2	100	103	-1
CCC(Sc1nc(=O)cc(N)n1-c1cccc(C)c1)C(=O)Nc1cc(C)on1 (stereo not given)	103	0	6	100	6	106	114	0
Cc1cc2ncn(-c3ncnc4sc(C)c(C)c34)c2cc1C	93	3	-3	89	4	83	97	2
O=C(Nc1ccc2ccccc2c1)c1cccc([N+](=O)[O-])c1	110	68*	-18	106	-2	126	94	-2
Cc1cccc(NC(=O)CC(C)S(=O)(=O)c2ccc3c(c2)NC(=O)CO3)c1C (stereo not given)	101	2	8	99	-4	98	100	3
O=C(NCCc1ccccc1)C1CCCN1C(=O)NCc1ccccc1 (stereo not given)	106	4	7	104	3	99	97	1
CCCSc1nnc(N)s1	96	-1	-7	103	2	94	81	8
COc1ccc(S(=O)(=O)N(CC(=O)N2CCOCC2)c2cc(Cl)ccc2OC)cc1OC	110	0	-14	96	-4	110	99	3
COc1ccc(NC(=S)NNC(=O)CNc2ccc(Cl)cc2)cc1	100	4	2	106	-9	90	118	-12
COc1ccccc1/C=C(\NC(=O)c1cccc(C)c1)C(=O)Nc1ccccn1	109	1	1	104	4	94	105	14
Cc1ccccc1NC(=O)CSc1nnc(CNC(=O)c2ccc3c(c2)OCO3)n1C	103	0	1	108	10	98	100	-5
Cn1c(SCc2ccc(Br)cc2)nc2c(c1=O)SCC2	100	-5	4	100	-6	104	96	5
CCOc1ccccc1CNC(=O)c1c([N+](=O)[O-])c(C)nn1C	101	61*	-4	110	4	102	93	-7
